K1F lysis inhibition: inhibition of K1F phage lysis, E. coli UTI89, bacterial capsule biogenesis inhibitors, alamar blue (AID 488966); inhibition, % at 100 µM; hits with a dose series show IC50 in µM; actives 0.02% (n = 340,000); E. coli UTI89 K1F phage lysis, alamar blue, 2 h; higher % means a stronger effect;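 active = phage lysis inhibition, versus mean bacterial control, above a set limit; inconclusive = no clear call, values can overlap the other calls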;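 also: capsule biogenesis inhibitors block K1F phage lysis so surviving cells raise fluorescence; higher fluorescence means more inhibition of phage lysis; actives were called in the ten point dose series up to 300 µM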
SV40 large T antigen: TAg ATPase/helicase activity blockers – biochemical (AID 1903); SV40 large T antigen ATPase/helicase inhibition assay; higher % means a stronger effect; inhibition, % at 20 µM; hits with a dose series show IC50 in µM; actives 0.39% (n = 310,000); in the data active = a potency from the dose series; inconclusive = inhibition mostly from about 32% at the one dose, without a potency; inactive = the rest, 99 in 100 with inhibition below about 32%; also: strong numbers were not always called active
Rac1 GTP hydrolysis: MgcRacGAP GTPase-activating activity inhibitors, confirmation, biochemical, ADP Hunter fluorescence; actives 0.6% (n = 340,000); AID 624330; inhibition, % at 30 µM; hits with a dose series show IC50 in µM; MgcRacGAP-stimulated Rac1 GTP hydrolysis, ADP Hunter fluorescence; higher % means a stronger effect; GST-tagged Rac1 F28L mutant substrate;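 active = first-screen hits whose inhibition reached a set limit at any dose in the follow-up dose series; inconclusive = inhibition above the set first-screen limit but never retested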;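 also: fluorescence reports GDP produced by GAP-driven GTP hydrolysis; strong numbers were not always called active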
GPR55 LPI antagonism: inhibition of LPI-stimulated GPR55 beta-arrestin translocation – imaging, U2OS, beta-arrestin-GFP, LPI agonist, primary screen (AID 2013) | U2OS GPR55 beta-arrestin-GFP translocation imaging, LPI antagonism; higher % means a stronger effect | inhibition, % at 10 µM, or IC50 in µM where a hit was titrated | actives 0.13% (n = 290,000);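 active = spots per cell inhibited over 60%, with over 100 cells counted and total cytoplasm intensity under 500,000; inconclusive = wells with under 100 cells, flagged as likely toxic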;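 also: U2OS cells stably carrying GPR55 and arrestin-GFP stimulated by 5 µM LPI near EC80; imaged beta-arrestin-GFP aggregate spots per cell after agonist stimulation; plate controls were LPI-stimulated DMSO wells for no effect and DMSO wells without LPI for full effect; some results filed as inactive read as strong as hits; confirmed hits need IC50 under 10 µM and bright autofluorescent wells are also inconclusive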
HIV peptide binding: cell-free HIV fusion peptide-binding blockers – biochemical, uHTS, fluorescence dequenching, primary screen (AID 1986); cell-free peptide binding, fluorescence dequenching, 30 min; higher % means a stronger effect; inhibition, % at 20 µM; hits with a dose series show IC50 in µM; actives 0.3% (n = 290,000); in the data active = inhibition mostly above about 52%, no sharp cut-off; inactive = mostly below about 76%; also: some results filed as inactive read as strong as hits
GPR35 arrestin U2OS: GPR35 antagonists blocking zaprinast-driven arrestin recruitment, primary screen, imaging, U2OS, beta-arrestin-GFP, zaprinast agonist (AID 2058); inhibition, % at 10 µM; hits with a dose series show IC50 in µM; actives 0.052% (n = 290,000); U2OS GPR35 beta-arrestin-GFP translocation imaging, zaprinast antagonism; higher % means a stronger effect;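 active = inhibition of at least 50% with at least 30 cells and total cytoplasm GFP at most 10,000,000; inconclusive = under 30 cells or total GFP of 10,000,000 plus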
Salmonella PhoP GFP: PhoP-dependent GFP reporter repression – Salmonella Typhimurium, primary screen (AID 1863). S. Typhimurium PhoP-regulated promoter GFP reporter, 4 h; higher % means a stronger effect. inhibition, % at 50 µM; hits with a dose series show IC50 in µM. actives 0.16% (n = 300,000);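 active = inhibition over 29.93%, a cutoff 3 SD above the screen mean, later confirmed by dose response; inconclusive = inhibition over 29.93% but no dose response follow-up; inactive = inhibition at most 29.93% or unconfirmed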;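 also: 0% = low Mg2+ inducing control and 100% = high Mg2+ repressing control; strong numbers were not always called active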
RSV antiviral HEp-2: RSV antiviral activity via CPE protection, HEp-2 cells, primary 10 µM value included (AID 2391); actives 0.13% (n = 310,000); CPE inhibition, % at 10 µM, or IC50 in µM where a hit was titrated; HEp-2 cells, RSV-induced CPE inhibition; higher % means a stronger effect; in the data active = a potency from the dose series; inconclusive = CPE inhibition mostly from about 23% at the one dose, without a potency; inactive = the rest, 99 in 100 with CPE inhibition below about 21%; also: strong numbers were not always called active
NS5 inhibitors: Dengue-2 NS5 methyltransferase inhibitors, primary screen, biochemical, confirmation dose response (AID 588689); Dengue-2 NS5 methyltransferase capping enzyme assay, biochemical; higher % means a stronger effect; inhibition, % at 25 µM, or IC50 in µM where a hit was titrated; actives 0.3% (n = 340,000); in the data active = a potency from the dose series; inconclusive = inhibition above about 29% without an active follow-up result
* marks the source's active call; other numbers are inactive results; i = inactive; ? = inconclusive; nt = no result given; [ ] = dose if it differs, or a comment.

Every second line gives: GPR35 arrestin U2OS, RSV antiviral HEp-2, NS5 inhibitors, GPR55 LPI antagonism, K1F lysis inhibition, HIV peptide binding, Rac1 GTP hydrolysis, SV40 large T antigen, Salmonella PhoP GFP
> O=C(NCc1ccc(Cl)cc1)c1noc2c1CCCC2
  9%, 3.4%, -2%, 1%, 10%, 1.0%, 2%, 2%, 5%
> COCCN(C(=O)CN1CCCc2ccccc21)c1c(N)n(Cc2ccccc2)c(=O)[nH]c1=O
  6%, -2.1%, ?, 16%, 0.1%, 15%, 10%, 22%, -91%
> CCC1CCCCN1C(=O)Nc1cccc(NC(=O)N2CCCCC2CC)c1 (configuration not stated)
  -11%, 0.6%, 26%, 6%, -0.4%, -0.6%, -8%, 2%, 3%
> CC(CNC(=O)c1ccc(-c2ccccc2)cc1)CN(C)C (configuration not stated)
  0%, -0.8%, -3%, 4%, -5.3%, 0.8%, 3%, 2%, -14%
> O=C(Cc1ccccc1)NCC(=O)OCC(=O)c1cccc([N+](=O)[O-])c1
  24%, 2.8%, -1%, 7%, 0.3%, -0.1%, 4%, 4%, 1%
> Cc1ccc(S[C@@H](CCN2CC[C@H](C)CCC2=O)c2ccccc2)cc1
  20%, 11%, -3%, 11%, -1.2%, 0.9%, 9%, 11%, -12%
> CCc1c(C)nc(SCC(=O)NNC(=O)c2ccco2)[nH]c1=O
  14%, 1.8%, -6%, 3%, 1.8%, 2.5%, 11%, 2%, -8%
> COCCCNC(=O)CS(=O)Cc1nc(-c2ccccc2C)oc1C (configuration not stated)
  -3%, 0.3%, -8%, -1%, -2.3%, 1.0%, 6%, 4%, 4%
> COc1ccc(S(=O)(=O)n2ccc(-c3cnc(-c4ccccc4)s3)n2)cc1
  -12%, ?, -10%, 12%, -0.3%, 1.1%, -5%, 0%, -2%
> Cc1ccc(N(C(=O)Cn2nnc(-c3ccc(C)o3)n2)C(C(=O)NC2CCCC2)c2ccco2)cc1 (configuration not stated)
  2%, 0.9%, 2%, -2%, 2.2%, 0.9%, 4%, -1%, -9%
> CN(C)c1ccc(C=NCC2COc3ccccc3O2)cc1 (configuration not stated)
  3%, 4.4%, -16%, -5%, -0.1%, 1.4%, 11%, nt, nt
> CC(=O)Oc1ccc(/C=C2\C=C(c3ccc(C)cc3)OC2=O)cc1
  3%, 1.4%, 14%, -3%, 0.6%, 12%, 7%, 12%, -10%
> C[C@@]12C(=O)N(CC3CC3)CC(=O)N1[C@H](/C=C/c1ccccc1)[C@@H]1C(=O)N(c3ccccc3)C(=O)[C@@H]12
  -6%, 1.0%, -11%, -2%, 1.3%, -0.1%, 7%, 18%, 6%
> CC1CCN(C(=O)C(NS(=O)(=O)c2cccc3nsnc23)c2ccccc2)CC1 (configuration not stated)
  4%, 2.0%, -7%, 6%, -0.1%, 0.3%, 9%, 10%, -4%
> CCOC(=O)c1ccc(NC(=S)NNC(=O)c2cc(-c3cccnc3)nc3ccccc23)cc1
  -11%, 1.7%, -1%, -3%, -0.2%, 17%, 7%, 13%, -8%
> Cc1ccc(S(=O)(=O)Cc2ccc(C(=O)OCc3ccccc3)cc2)cc1
  -20%, 1.3%, -6%, -8%, 0.7%, -2.0%, 3%, -5%, 12%
> COc1ccc(OCc2ccc(C(=O)NN)cc2)cc1
  11%, 1.5%, -1%, 1%, i, 1.3%, 9%, 8%, -14%
> Cc1cc(C)c2nc(N3CCC(C(=O)N4CCCC4)CC3)sc2c1
  -4%, -1.1%, -3%, 12%, 4.4%, 0.6%, 5%, 11%, -9%
> Cc1nc(C)c(C(=O)O)s1
  0%, 0.7%, -4%, 6%, 0.2%, 1.8%, 8%, 2%, -6%
> O=C(Nc1ccc(S(=O)(=O)Nc2nccs2)cc1)c1ccccc1OC(F)F
  nt, 0.5%, -7%, nt, 0.8%[50 µM], nt, 4%, nt, nt
> O=C(O)c1cccc(-n2cccc2C=C2C(=O)c3ccccc3C2=O)c1
  -11%, 1.4%, 12%, 1%, 0.1%, 30%, 1%, 13%, -7%
> Cc1ccc(C)c(S(=O)(=O)NCc2cccnc2)c1
  -4%, -0.6%, -2%, -2%, 2.9%, 1.1%, 6%, 4%, -11%
> Cc1cccc(C)c1NC(=O)CN(C)C(=O)CC1OC(=O)c2ccccc21 (configuration not stated)
  nt, -1.0%, -3%, nt, 0.6%[50 µM], nt, 5%, 7%, 10%
> Cc1cc(=O)[nH]c(SCC(=O)Nc2cc(S(=O)(=O)N3CCCC3)ccc2Cl)n1
  2%, 2.0%, 2%, -2%, 0.0%, 1.3%, 7%, 28%, -9%
> CN(CC(=O)N1CCCCCC1)S(=O)(=O)c1ccc(Br)s1
  3%, 2.5%, nt, 14%, nt, -1.6%, nt, 1%, -10%
> O=C1N(c2ccc(Cl)cc2)C(c2ccccc2)N2CCCN12 (configuration not stated)
  30%, 1.0%, -9%, -1%, -6.8%, 1.0%, -11%, 1%, 7%
> Cc1cccc(C2c3[nH]c4ccccc4c3CCN2C(=O)c2cc(CC(C)C)[nH]c(=O)n2)n1 (configuration not stated)
  -19%, -0.8%, -2%, -3%, -0.4%, 0.6%, 6%, 25%, -4%
> Cc1ccc(-n2nc(C)c(Sc3ccccc3[N+](=O)[O-])c2N)cc1
  22%, 8.4%, ?, 5%, -0.1%, 0.5%, 1%, 14%, 6%
> CCC(c1nnnn1CCOC)N1CCN(c2nc3ccccc3s2)CC1 (configuration not stated)
  -7%, 1.3%, -5%, 10%, -0.6%, 0.5%, 6%, -5%, 9%
> CCc1ccc(C2CC(c3ccc(Cl)cc3)=NNC2=O)cc1 (configuration not stated)
  4%, 12%, -1%, 2%, -0.1%, -1.0%, 6%, -1%, 12%

A run of entries from further up, as a working copy:
Every second line gives: GPR35 arrestin U2OS, RSV antiviral HEp-2, NS5 inhibitors, GPR55 LPI antagonism, K1F lysis inhibition, HIV peptide binding, Rac1 GTP hydrolysis, SV40 large T antigen, Salmonella PhoP GFP
> Cc1cccc(C2c3[nH]c4ccccc4c3CCN2C(=O)c2cc(CC(C)C)[nH]c(=O)n2)n1 (configuration not stated)
  -19%, -0.8%, -2%, -3%, -0.4%, 0.6%, 6%, 25%, -4%
> Cc1ccc(-n2nc(C)c(Sc3ccccc3[N+](=O)[O-])c2N)cc1
  22%, 8.4%, ?, 5%, -0.1%, 0.5%, 1%, 14%, 6%
> CCC(c1nnnn1CCOC)N1CCN(c2nc3ccccc3s2)CC1 (configuration not stated)
  -7%, 1.3%, -5%, 10%, -0.6%, 0.5%, 6%, -5%, 9%
> CCc1ccc(C2CC(c3ccc(Cl)cc3)=NNC2=O)cc1 (configuration not stated)
  4%, 12%, -1%, 2%, -0.1%, -1.0%, 6%, -1%, 12%

Single entries from the entries so far.
In SV40 large T antigen, Cc1cccc(C)c1NC(=O)CN(C)C(=O)CC1OC(=O)c2ccccc21 (configuration not stated) has 7%
In SV40 large T antigen, O=C1N(c2ccc(Cl)cc2)C(c2ccccc2)N2CCCN12 (configuration not stated) has 1%

Next compounds follow:
Every second line gives: GPR35 arrestin U2OS, RSV antiviral HEp-2, NS5 inhibitors, GPR55 LPI antagonism, K1F lysis inhibition, HIV peptide binding, Rac1 GTP hydrolysis, SV40 large T antigen, Salmonella PhoP GFP
> COc1ccc(C)cc1NC(=O)C(OC(=O)c1cc(C)oc1C)c1ccccc1 (configuration not stated)
  1%, 13%, 4%, 14%, 2.6%, 3.0%, 5%, 9%, -9%
> Cc1ccc(COC(=O)c2cccc(S(=O)(=O)N3CCCCCC3)c2)cc1
  nt, 6.1%, -5%, nt, 0.5%[50 µM], nt, 1%, nt, nt
> N=C1SCC(=O)N1/N=C/c1ccccc1
  6%, -2.6%, -2%, 23%, 0.2%, 2.1%, 7%, 17%, -6%
> COc1ccc(C(=O)N2CCCC(c3ccccc3)=N2)cc1
  -4%, -0.5%, nt, 3%, nt, 1.3%, nt, 1%, 4%
> CSc1ccccc1C(=O)Nc1ccc(C)cc1C
  9%, 1.1%, -8%, -4%, 0.7%, -1.7%, 3%, 4%, 4%
> Cc1ccc(N2C(=O)CC(Sc3nc4ccccc4o3)C2=O)cc1Cl (configuration not stated)
  31%, -2.2%, -5%, 4%, -0.5%, 1.1%, 8%, 13%, -20%
> COc1ccc(NC(=O)CCCC(=O)O)cc1Cl
  2%, 0.3%, -10%, 3%, 0.2%, -0.4%, 5%, 1%, 0%
> CCCCNC(=O)c1cc(-c2ccc(OC)cc2)on1
  -13%, nt, 0%, 4%, 3.7%, -2.8%, 5%, 9%, 2%
> CC(CCc1ccccc1)NC(=O)c1ccc(Br)o1 (configuration not stated)
  -6%, 2.3%, -8%, 0%, 4.4%, -3.0%, 6%, -4%, -6%
> CC(=O)c1ccc(N(CC(=O)NC2CCCC2)C(=O)c2csnn2)cc1
  -1%, 1.4%, -3%, 4%, 0.3%, 0.6%, 7%, 3%, 0%
> Cc1ccc(/C=N/NC(=O)CNC(=O)c2cccc([N+](=O)[O-])c2C)o1
  -6%, 3.4%, 4%, -1%, 0.0%, -1.9%, 0%, 10%, 0%
> COc1cc(F)c(C2=CC(=O)CC(C)(C)C2)cc1F
  nt, 3.1%, 2%, nt, 1.4%, nt, 7%, nt, nt
> CCN1CCN(Cc2c(O)ccc3c(=O)c(-c4ccc(OC)c(OC)c4)c(C(F)(F)F)oc23)CC1
  15%, 0.5%, -6%, 5%, 0.2%, 9.2%, 1%, 9%, -2%
> O=C(Nc1nc2ccc(Cl)cc2s1)c1ccc(N2CCCCC2)c([N+](=O)[O-])c1
  4%, 1.7%, 1%, 4%, i, -0.4%, 9%, 3%, 4%
> CN1C(=O)N(CN2CCCCC2)C2C1N(C)C(=O)N2CN1CCCCC1 (configuration not stated)
  -1%, 0.1%, 2%, 4%, 1.2%, 0.4%, 22%, 0%, -6%
> O=C(N/C=N/O)C1=NOC(CNc2ncc(C(F)(F)F)cc2Cl)C1 (configuration not stated)
  12%, 1.4%, -1%, 12%, 9.0%, 1.8%, 2%, 11%, 4%
> CS(=O)(=O)c1ccccc1-c1nnc(NC(=O)c2ccc(S(=O)(=O)N3CCCC3)cc2)o1
  nt, 2.5%, -5%, nt, 1.3%[50 µM], nt, 6%, 13%, -5%
